ELG1 DNA repair = blocks ELG1-dependent DNA repair in HEK293T cells; hit rate 2.3% among 330,000; Potency, µM (top dose mostly 46.1 µM), inactives show at the top dose activity change, negative = inhibition, actives largely listed as inhibitors; HEK293T ELG1-luciferase reporter, luminescence, 16 h; DNA damage induced by 5-fluorouridine; note: potency is the fitted concentration of half-maximal effect; % is set by controls: 0 for no effect and ±100 for the full control effect; nearly all actives have a fitted effect of over 55% in size
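Quantitative HTS, concentration-response format. 2,000 cells/well co-treated with 5-fluorouridine and compound, 16 hr in 5% CO2 at 37 °C; ONE-Glo luminescence read after 30 min.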
PTAP TSG101 blk = blocks PTAP/TSG101 interaction to inhibit HIV-1 budding | Q99816 | Fluorescence polarization, FITC-PTAP peptide / Tsg101 binding | Potency, µM (titrated, usually from 115 µM), for the others: at the highest dose activity change, negative = inhibition, most hits filed as inhibitors | 340,000 tested, under 10 active | AID 493005; active = well fitted inhibition curve with a large enough effect in the main read-out, with a control signal flat, not every such curve was filed as active; inconclusive = small, poorly fitted or top-dose-only effect, or effect the other way, or a change in a side signal; inactive = no such curve, though single readings can be large or run the other way; note: potency is the fitted concentration of half-maximal effect; % of control where 0% means no effect
Target sequence (Q99816 whole entry, looked up): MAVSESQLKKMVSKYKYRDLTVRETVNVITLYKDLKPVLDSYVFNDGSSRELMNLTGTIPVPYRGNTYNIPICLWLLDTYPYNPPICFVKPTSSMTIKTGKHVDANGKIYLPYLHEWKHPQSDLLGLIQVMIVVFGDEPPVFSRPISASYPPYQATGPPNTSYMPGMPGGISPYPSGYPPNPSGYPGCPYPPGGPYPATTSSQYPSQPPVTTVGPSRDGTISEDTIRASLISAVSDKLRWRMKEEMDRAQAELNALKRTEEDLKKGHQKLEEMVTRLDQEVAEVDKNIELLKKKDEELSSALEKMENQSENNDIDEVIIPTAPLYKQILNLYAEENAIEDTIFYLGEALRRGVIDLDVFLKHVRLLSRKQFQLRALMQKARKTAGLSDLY
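Tsg101 binding domain (10 uM final) was mixed with compound and a FITC-labeled PTAP peptide (50 nM final) in HEPES pH 7.5 buffer with NaCl, Tween 20, EDTA and TCEP; fluorescence polarization was read after 20 min at r.t.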
Mito fusion yeast = mitochondrial division inhibition or fusion activation | S. cerevisiae fusion-defective mutant growth rescue, CellTiterGlo 48 h | Potency, µM (doses to about 46.1 µM), inactives show at the top dose growth rescue (activation), actives largely listed as activators | hit rate 0.23% among 320,000 | AID 485298;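 note: potency is the fitted concentration of half-maximal effect; % of control where 0% means no effect; nearly all actives have a fitted effect of over 45% in size; temperature-sensitive fusion mutants such as fzo1-1 at 37 °C on non-fermentable ethanol glycerol medium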
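Yeast fusion mutant, YPEG (non-fermentable carbon), compound, 48 h at 37C non-permissive; CellTiterGlo added, 10 min RT, luminescence read. Rescued growth = division inhibition.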
B2AR arrestin = agonists driving beta-arrestin recruitment to human beta2-adrenergic receptor; Potency, µM (titrated, usually from 46.1 µM), for the others: at the top dose activation, most hits filed as activators; hit rate 0.02% among 330,000; P07550; beta-arrestin recruitment to beta2AR, cell-based reporter; AID 492947;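 note: potency is the fitted concentration of half-maximal effect; 0% = DMSO controls and full agonism = EC100 isoproterenol or metaproterenol; nearly all actives have a fitted effect of over 65% in size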
Target sequence (P07550 whole entry, looked up): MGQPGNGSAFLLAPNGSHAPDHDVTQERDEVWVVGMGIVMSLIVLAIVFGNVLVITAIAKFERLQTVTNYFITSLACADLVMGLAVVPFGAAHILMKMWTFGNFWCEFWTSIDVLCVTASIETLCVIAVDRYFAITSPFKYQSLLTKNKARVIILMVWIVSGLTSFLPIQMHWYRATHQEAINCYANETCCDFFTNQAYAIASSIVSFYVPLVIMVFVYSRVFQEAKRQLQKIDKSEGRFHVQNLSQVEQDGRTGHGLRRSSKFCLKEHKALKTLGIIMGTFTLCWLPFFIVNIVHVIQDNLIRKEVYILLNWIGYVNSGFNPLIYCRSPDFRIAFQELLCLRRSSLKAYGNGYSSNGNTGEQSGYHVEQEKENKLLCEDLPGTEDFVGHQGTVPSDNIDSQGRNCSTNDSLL
USP2a inh = USP2a (human) protease inhibition | O75604 | USP2 core, Ub-CHOP2 coupled fluorogenic reporter, 485/531 | Potency, µM (doses to about 38.3 µM), inactives show at the highest dose activity change, negative = inhibition, usual class: inhibitors | hit rate 0.01% among 330,000;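 note: potency is the fitted concentration of half-maximal effect; plate controls were DMSO wells for no effect and full inhibition by NEM control for full effect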
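Cell-free coupled assay: 10nM USP2 core preincubated 30min RT with compound in Tris-HCl pH 8.0/CaCl2/CHAPS buffer, then 25nM Ub-CHOP2 and 25nM reporter substrate; fluorescence (Ex 485/Em 531) read after 60min RT, normalized to NEM inhibition, concentration-response curves fitted.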
uPA surface inh = blocks generation of uPA at the cell surface. cell surface uPA generation assay, qHTS. Potency, µM (series often up to 38.3 µM), for inactives: at the top dose activity change, negative = inhibition, actives largely listed as inhibitors. hit rate 0.31% among 330,000. AID 540303; active = well fitted inhibition curve with a large enough effect; inconclusive = small, poorly fitted or top-dose-only effect; inactive = no such curve, though single readings can be large or run the other way; tested in mouse RAW 264.7 cells; note: potency is the fitted concentration of half-maximal effect; % is set by controls: 0 for no effect and ±100 for the full control effect; nearly all actives have a fitted effect of over 55% in size
BCR signal inh = blocks chronic active B-cell receptor signaling; ABC-DLBCL IkBa-CBG/CBR reporter, luminescence ratio, 4 h; Potency, µM (top dose mostly 46.1 µM), for inactives: at the top dose ratio change, negative = lower green/red ratio, actives largely listed as inhibitors; hit rate 0.05% among 340,000; active = well fitted inhibition curve with a large enough effect in the signal ratio, with a control signal flat, not every such curve was filed as active; inconclusive = small, poorly fitted or top-dose-only effect, or effect the other way, or a change in a side signal; the % refers to the signal ratio;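 note: potency is the fitted concentration of half-maximal effect; plate controls were basal doxycycline-induced cells for no effect and cells given 10 µM MG132 for full effect; MG132 reads +100%, hits lower the ratio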
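TMD8 human ABC-DLBCL cells with doxycycline-inducible IκBα–green luciferase fusion and unfused red luciferase, in 0.5% FBS medium; compounds up to 46 uM, 4 h at 37C. Green/red luminescence ratio, filter-overlap corrected, fitted to concentration-response curves.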
Eya2 phos inh = inhibitors of human Eya2 phosphatase activity; O00167; recombinant Eya2, OMFP fluorescence dephosphorylation (OMFP is methylfluorescein phosphate); Potency, µM (series often up to 76.9 µM), inactives show top-dose activity, negative = inhibition, actives largely listed as inhibitors; hit rate 0.006% among 330,000; note: potency is the fitted concentration of half-maximal effect; % is set by controls: 0 for no effect and ±100 for the full control effect
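Eya2 protein (added as 0.2 uM solution) was preincubated with compound for 10 min at ambient temperature in 50 mM HEPES pH 7.5, 50 mM NaCl, 5 uM MgCl2, 0.05% BSA, 1 mM DTT. OMFP (added at 50 uM) then reacted 10 min; fluorescence read at 485/525 nm.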
Tb PFK block = inhibitors of T. brucei phosphofructokinase. Potency, µM (top dose mostly 57.5 µM), for inactives: at the top dose activity, negative = inhibition, usual class: inhibitors. T. brucei PFK, ADP-Glo luminescence. hit rate 0.17% among 330,000. AID 485367;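 note: potency is the fitted concentration of half-maximal effect; 0% = uninhibited 1x PFK enzyme wells and -100% = no-enzyme wells; nearly all actives have a fitted effect of over 60% in size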
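In TEA buffer at pH 8.0 with 5 mM MgCl2, enzyme (1.25 nM) converted F6P (0.5 mM) and ATP (0.1 mM) for 45 min at room temperature. ADP product was read by luciferase luminescence.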
TSHR antagonist = blocks TSH signaling through the human TSH receptor. hit rate 0.2% among 330,000. activity change, negative = inhibition, % at 11.5 µM. AID 504810. P16473. TSHR-expressing cells, TSH-stimulated cAMP HTRF, 2 h; hits give low values;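 active = activity change below a set negative limit, meaning inhibition stronger than a set level, cut at about -70% in these data; inconclusive = activity change between two set negative limits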; note: % is set by controls: 0 for no effect and ±100 for the full control effect
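Competitive HTRF cAMP read-out (cryptate anti-cAMP antibody, cAMP-d2; 30 min, room temperature) in freshly harvested TSHR cells. Compounds added before TSH at EC80 (4nM final), followed by 2 hours' incubation at 37 deg C.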
TCR activator = activates T cell receptor signaling | primary human leukocytes, anti-CD3, IL-2 HTRF, 48 h | Potency, µM (series often up to 9.22 µM), without a hit: at the highest dose activation of IL-2 secretion, usual class: activators | 330,000 tested, under 10 active | AID 504894; note: % of control where 0% means no effect
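Readout: HTRF IL-2, Eu-cryptate/d2 antibody pair, 320nm excitation, 665nm emission. Stimulus: a-CD3 beads, no co-stimulation. Cells: primary human leukocytes. Exposure: 48 hr with compound.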
Starred values were filed as active, the others as inactive; ? = inconclusive; . = no result given; [ ] = another dose, or the depositor's remark. Unless noted, calls come from the whole dose curve; as a rule, active = well fitted curve in the direction sought with a large enough effect; inconclusive = small, poorly fitted or top-dose-only effect, or another doubt; inactive = no such curve, though single readings can be large; an effect the other way counts as inactive or inconclusive.

compound	ELG1 DNA repair	PTAP TSG101 blk	Mito fusion yeast	B2AR arrestin	USP2a inh	uPA surface inh	BCR signal inh	Eya2 phos inh	Tb PFK block	TSHR antagonist	TCR activator
Cc1ccc(OCCNCC(O)COc2ccccc2)cc1 (configuration not stated)	2%	1%	-23%	0.4%	-1%	-6%	-2%	-3%	0%	7	6%
CCOC(=O)c1c(C)c(C(=O)N2CCN(c3cccc(Cl)c3)CC2)c(C)n1C	?	-4%	12%	-0.4%	-3%	.	?	-25%	-3%	6	1%
Cc1nn(-c2ccccc2)c(Cl)c1C(=O)NC1CCCCC1	-6%	-1%	7%	-1.0%	2%	3%	?	1%	-6%	1	1%
O=C(CN1C(=O)NC(c2ccccc2)(c2ccccc2)C1=O)N1CCN(c2ccc(F)cc2)CC1	?	-2%	2%	0.3%	0%	-29%	0%	9%	-2%	1	1%
COc1ccc([N+](=O)[O-])cc1NC(=S)Nc1ccccc1	-3%	-3%	-5%	0.2%	2%	-1%	9%	32%	-8%	6	12%
Nc1ccc2nn(-c3cc([N+](=O)[O-])ccc3O)nc2c1	11%	-2%	-1%	-0.4%	0%	1%	2%	16%	-6%	-5	.
CCOc1ccc2c(c1)C(c1ccccc1)=NNC(c1ccccc1)=N2	13µM*	-3%	8%	-0.2%	-12%	3%	?	3%	-2%	6	-1%[46.1 µM]
Cc1cc(N/N=C/c2cccc(Br)c2)nc2ccccc12	?	3%	-5%	4.3%	0%	2%	?	-9%	6%	16	4%[46.1 µM]
COc1cc(OC)c(OC)cc1/C=C1/C(=O)N=C(N)N1C	3%	-5%	-2%	0.1%	4%	7%	-4%	-9%	-1%	-3	4%
COc1ccc(-c2nnc(SCc3nnc(-c4ccccc4)o3)n2C)cc1OC	-2%	-3%	0%	0.3%	0%	-4%	?	8%	4%	5	2%
COc1cc(C(=O)NC(=S)Nc2ccc(Cl)cn2)cc(OC)c1OC	-1%	0%	-1%	-0.2%	2%	-6%	?	-6%	1%	-7	-7%
CC(=O)c1c(C)nn(-c2ccccc2)c1C	23%	1%	1%	-0.7%	-7%	-5%	-4%	15%	9%	-8	-2%
COc1ccccc1NS(=O)(=O)c1ccc(O)c(C(=O)OCC(=O)Nc2ccccc2F)c1	?	-4%	4%	-0.1%	1%	-1%	?	10%	0%	1	1%
CCCCC(NC(C)=O)c1nc2ccccc2n1CCCC (configuration not stated)	-7%	-2%	-3%	0.3%	1%	-2%	6%	-8%	5%	7	7%
COc1ccc(C(=O)NCC(c2cccs2)N2CCc3ccccc32)cc1OC (configuration not stated)	?	-5%	23%	2.7%	4%	-2%	1%	11%	-20%	.	-4%
COC(=O)c1ccc(Cn2cc(Cl)cn2)o1	-1%	1%	-2%	-0.6%	-1%	-3%	-21%	16%	2%	4	1%
CS(=O)(=O)N1CCN(c2ccccc2NC(=O)c2ccc(-c3ccc(Br)cc3)o2)CC1	15µM*	-1%	3%	-0.2%	0%	.	?	1%	-1%	-7	4%
CC(C)(C)CC(=O)Nc1cccc2c1CCCC2	-4%	-5%	4%	-0.1%	1%	1%	-11%	10%	-2%	1	3%
O=C(NCCN1CCCCCC1)C1CCC(CNS(=O)(=O)c2cccc3cccnc23)CC1 (configuration not stated)	-8%	-3%	1%	4.0%	2%	0%	-12%	9%	1%	-1	0%
Nc1nc(SCC(=O)c2cccc([N+](=O)[O-])c2)n[nH]1	-2%	1%	0%	-0.1%	1%	0%	-2%	1%	-26%	-3	-1%[46.1 µM]

Four of these compounds, reformatted.
Each structure is followed by: ELG1 DNA repair | PTAP TSG101 blk | Mito fusion yeast | B2AR arrestin | USP2a inh | uPA surface inh | BCR signal inh | Eya2 phos inh | Tb PFK block | TSHR antagonist | TCR activator
CCOC(=O)c1c(C)c(C(=O)N2CCN(c3cccc(Cl)c3)CC2)c(C)n1C
    ? | -4% | 12% | -0.4% | -3% | . | ? | -25% | -3% | 6 | 1%
O=C(NCCN1CCCCCC1)C1CCC(CNS(=O)(=O)c2cccc3cccnc23)CC1 (configuration not stated)
    -8% | -3% | 1% | 4.0% | 2% | 0% | -12% | 9% | 1% | -1 | 0%
Cc1ccc(OCCNCC(O)COc2ccccc2)cc1 (configuration not stated)
    2% | 1% | -23% | 0.4% | -1% | -6% | -2% | -3% | 0% | 7 | 6%
COc1ccc(-c2nnc(SCc3nnc(-c4ccccc4)o3)n2C)cc1OC
    -2% | -3% | 0% | 0.3% | 0% | -4% | ? | 8% | 4% | 5 | 2%

Next entries follow.
compound	ELG1 DNA repair	PTAP TSG101 blk	Mito fusion yeast	B2AR arrestin	USP2a inh	uPA surface inh	BCR signal inh	Eya2 phos inh	Tb PFK block	TSHR antagonist	TCR activator
Cc1ccc(OCC(=O)NNC(=O)CCc2ccccc2)c(Br)c1	15%	-3%	3%	-0.6%	0%	9%	3%	-24%	0%	14	4%
CCc1cc(C(=O)N/N=C/c2c(C)[nH]c3ccccc23)cs1	-4%	-4%	0%	0.0%	4%	-6%	-2%	-1%	0%	-1	2%[46.1 µM]
CCOC(=O)C1=C(C)N=c2s/c(=C3\C(=O)Nc4ccccc43)c(=O)n2C1c1ccc2c(c1)OCO2 (configuration not stated)	?	-5%	5%	-0.7%	0%	3%	-21%	-6%	-7%	20	-44%
CSc1cccc(NC(=S)N2CCC(c3ccccc3)C2)c1 (configuration not stated)	?	0%	-3%	0.4%	-3%	-6%	6%	-23%	-1%	-2	-2%
FC(F)(F)c1cc(CCN2C(=S)NC[C@@H]2c2ccccc2)cc(C(F)(F)F)c1	-15%	-1%	-18%	-0.4%	-2%	14%	4%	-22%	5%	3	-7%
CCN(c1ccccc1)S(=O)(=O)c1cc(NC(=O)CSc2n[nH]c(=O)[nH]c2=O)ccc1Cl	2%	-2%	2%	-0.5%	0%	6%	8%	9%	2%	-5	-1%
CC(C)C1Oc2ccccc2N(CC(=O)NCCCN2C(C)CCCC2C)C1=O (configuration not stated)	0%	-7%	4%	0.1%	-6%	.	-4%	3%	2%	0	2%
O=C(/C=C/c1ccc2c(c1)OCO2)N1CCN(c2ccccc2F)CC1	9%	0%	6%	-1.5%	1%	3%	-4%	-2%	1%	-11	-11%[46.1 µM]
COC(=O)c1ccccc1NC(=O)[C@@H]1CCC(=O)N1C1OC(=O)c2c1ccc(OC)c2OC (some centres not stated)	-23%	0%	2%	0.3%	4%	7%	-12%	6%	-2%	5	3%
FC(F)Sc1nnc(-c2cccs2)n1-c1ccccc1	7%	-8%	9%	-0.3%	-1%	.	-1%	5%	0%	-5	7%
c1ccc(N2CCN(c3ccccc3)C2c2cccs2)cc1	?	-3%	3%	-0.1%	-4%	1%	?	12%	-2%	-13	10%
COc1cccc(NC(=S)N2CCN(c3ccccn3)CC2)c1	-5%	-1%	-5%	0.2%	5%	-3%	17%	4%	0%	8	-2%[46.1 µM]
Cc1ccc(S(=O)(=O)Nc2ccc(C(=O)NCCCn3ccnc3)cc2)cc1[N+](=O)[O-]	?	-3%	4%	0.0%	2%	7%	3%	5%	-2%	21	-5%
CC1(C)CC(=O)C(C=NC2CC(C)(C)NC(C)(C)C2)=C(O)C1	5%	-7%	1%	-0.1%	-12%	7%	1%	13%	4%	21	-2%
CNc1nc(N)c([N+](=O)[O-])c(Nc2ccccc2OC)n1	?	0%	-64%[inhibitor]	0.4%	1%	-8%	0%	-5%	-4%	6	1%
O=C(NNC(=O)C1CC1)Nc1ccc(Cl)cc1	10%	0%	1%	-0.4%	4%	-6%	?	1%	-6%	9	-6%
O=C1CCCN1CCC1CCN(C(=O)Nc2ccccc2)CC1	26%	-9%	0%	0.2%	2%	.	-3%	1%	0%	-2	.
O=C(NC(=S)N1CCN(c2ccccn2)CC1)c1ccccc1	0%	-9%	-12%	-1.9%	-3%	1%	-5%	6%	-4%	15	-1%[46.1 µM]
